Screening data as filed in PubChem BioAssay.
Hck Nef HTS: inhibitors of human Hck kinase activated by Nef; Recombinant Hck-YEEI plus Nef, Z-Lyte FRET kinase assay; inhibition, % at 20 µM; 220,000 tested, 0.68% active;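 active = Hck-Nef kinase inhibition above about 50%, limit read from the data; inactive = inhibition below that limit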;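 also: 0% = DMSO with Hck plus Nef and 100% = Hck alone without Nef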
TNF death inh: blocks TNF-alpha induced death of Jurkat FADD-/- cells. activation (protection from cell death), % at 10 µM. Jurkat FADD-/- TNF necroptosis rescue, ATP luminescence, 24 h; 0 = TNF only, 100 = no-TNF cells. AID 463075. 220,000 tested, 0.068% active;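 active = activation, meaning protection from cell death, of at least 50% relative to plate controls; inactive = activation below 50%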;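 also: necroptosis triggered by 40 ng/mL TNF-alpha added together with compound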
thrombin 1536: inhibitors of human thrombin | P00734 | alpha-thrombin, Boc-VPR-AMC fluorogenic substrate cleavage | inhibition, % at 5 µM | 220,000 tested, 0.26% active;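 active = inhibition at or above 40%; inactive = inhibition below 40%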;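 also: 0% = enzyme with no compound and 100% = wells without enzyme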
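System – human alpha-thrombin · Medium – pH 7.5 Tris (50 mM) with NaCl 150 mM, Tween 20 0.05% · Compound – single-point dosing at 5 µM, 0.2% DMSO · Incubation – enzyme reaction carried out at room temperature · Technique – fluorescence of released AMC, ex 355 nm, em 460 nm · Read-out basis – % inhibition of thrombin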
Rad51 HR inh: Rad51 (human) homologous recombination inhibition. Q06609. hRad51 DNA strand exchange, fluorescence dequenching. inhibition, % at 10 µM. 200,000 tested, 0.085% active;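 active = inhibition above 40% at the single screening dose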;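 also: 0% = DMSO control wells and 100% = blanks with heterologous ssDNA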
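Material: hRad51 filaments on single-stranded DNA; Reagent: Donor/quencher-labelled 47-bp dsDNA substrate; Compound: 10 µM final, single point; Schedule: 37 °C 15-min filament assembly, 30-min compound preincubation, 15-min exchange; Technique: FRET fluorescence, excitation 485 nm, emission 520 nm; Benchmarks: control wells and blank wells on each plate.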
KCC2 mod: modulates chloride dependent transport by human KCC2 | Q9H2X9 | AID 1456 | 190,000 tested, 2.2% active | B-score of Tl+ flux slope (higher = more flux/activation; lower = inhibition) at 10 µM | KCC2 cells, thallium flux FluoZin-2 fluorescence;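 active = thallium flux slope and its plate-corrected score both differing from the plate sample mean at a set confidence after two filtering rounds, in either direction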;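 also: slope of fluorescence scaled to starting intensity during 10 to 20 s after thallium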
hK5 inh: inhibitors of human kallikrein 5. Q9Y337. recombinant hK5, fluorogenic AMC substrate cleavage. inhibition, % at 5 µM. 210,000 tested, 0.59% active. AID 873;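 active = inhibition of 40% or more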;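 also: 0% = enzyme controls without compound and 100% = no-enzyme blanks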
Target sequence (Q9Y337 67-293 limits assumed): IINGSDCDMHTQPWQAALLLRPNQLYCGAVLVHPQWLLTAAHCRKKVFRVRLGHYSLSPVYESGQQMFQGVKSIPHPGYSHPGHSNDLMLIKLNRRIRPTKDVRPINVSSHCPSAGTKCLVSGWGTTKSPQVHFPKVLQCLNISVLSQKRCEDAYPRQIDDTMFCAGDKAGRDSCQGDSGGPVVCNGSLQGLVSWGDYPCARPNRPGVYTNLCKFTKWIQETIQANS
zVAD death inh: L929 zVAD cell death inhibition; 220,000 tested, 0.38% active; viability rescue, % at 10 µM; L929 zVAD necroptosis rescue, ATP luminescence, 24 h; with zVAD 60 µM; AID 1377;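 active = activation, scaled between plate controls, above about 75%, limit read from the data; inactive = activation under that limit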;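 also: 0% = zVAD with DMSO and 100% = DMSO alone without zVAD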
FXIa inh 1536: factor XIa (human) inhibition; purified FXIa, Boc-Glu-Ala-Arg-AMC fluorogenic substrate; inhibition, % at 5 µM; 220,000 tested, 0.14% active; P03951;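 active = inhibition of at least 40%; inactive = inhibition below 40%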;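 also: fluorescence of freed AMC excited at 355 nm; 0% = enzyme without compound and 100% = no enzyme blank; many of its hits are not listed in these tables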
Target sequence (P03951 19-387 limits assumed): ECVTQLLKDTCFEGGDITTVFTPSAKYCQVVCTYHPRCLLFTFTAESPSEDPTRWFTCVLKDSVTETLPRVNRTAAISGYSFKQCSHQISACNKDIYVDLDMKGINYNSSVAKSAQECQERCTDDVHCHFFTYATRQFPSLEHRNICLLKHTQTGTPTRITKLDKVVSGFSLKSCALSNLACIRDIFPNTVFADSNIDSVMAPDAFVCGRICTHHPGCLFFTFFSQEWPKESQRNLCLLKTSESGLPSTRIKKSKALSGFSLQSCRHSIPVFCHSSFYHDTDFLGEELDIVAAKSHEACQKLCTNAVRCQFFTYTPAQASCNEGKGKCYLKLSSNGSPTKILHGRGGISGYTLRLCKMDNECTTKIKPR
Target sequence (P03951 388-625 limits assumed): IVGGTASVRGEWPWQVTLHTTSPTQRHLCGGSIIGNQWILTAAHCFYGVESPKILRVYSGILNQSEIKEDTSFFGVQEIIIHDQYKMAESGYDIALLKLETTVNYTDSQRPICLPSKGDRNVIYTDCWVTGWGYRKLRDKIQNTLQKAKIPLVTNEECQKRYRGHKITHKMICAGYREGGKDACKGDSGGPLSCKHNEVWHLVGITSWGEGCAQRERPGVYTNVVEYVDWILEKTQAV
FXIIa inh 1536: blocks human coagulation factor XIIa protease activity. P00748. purified FXIIa, Boc-QGR-AMC fluorogenic substrate, 2 h. inhibition, % at 5 µM. 220,000 tested, 0.3% active. AID 800; in the data active = inhibition above about 40%;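 also: 0% = enzyme with no compound and 100% = blank without enzyme; many of its hits are not listed in these tables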
Starred values were filed as active, the others as inactive; . = not tested or not shown.

compound,Hck Nef HTS,TNF death inh,thrombin 1536,Rad51 HR inh,KCC2 mod,hK5 inh,zVAD death inh,FXIa inh 1536,FXIIa inh 1536
CCC(=O)NC(C)C(c1cccs1)N1CCOCC1 (stereo not drawn),0,0.2,.,5,-0.32,.,-0.4,.,.
NS(=O)(=O)c1ccc(CCN=Cc2ccccc2O)cc1,-4,-0.8,-9,-2,-0.018,-19,-0.4,10,14
CCN(CC)C(=O)Cn1cc(S(=O)(=O)CC(=O)NCCc2ccc(OC)c(OC)c2)c2ccccc21,22,0.9,-12,-4,-0.28,0,2.3,-4,3
CCCCCN(C(=O)COC(=O)c1ccc(Br)o1)c1c(N)n(CCCC)c(=O)[nH]c1=O,1,-0.8,3,.,0.84,5,-0.3,5,15
Cc1onc(-c2ccccc2Cl)c1C(=O)N1CCN(c2nc3ccccc3s2)CC1,-4,0.8,-1,4,-4.2,-17,-1.5,-10,-2
COC(=O)c1scc(C)c1NC(=O)CSc1ccc(Cl)cc1,-1,-0.5,0,6,-1.2,3,-0.3,-8,6
O=C(Nn1c(Cc2cccs2)nc2ccccc2c1=O)c1ccc(F)c(F)c1,13,-0.7,-1,0,-0.46,-5,-0.6,9,10
CCOC(=O)C1=C(C)N(C)C(C)=C(C(=O)OCC)C1c1ccccc1,10,-1.6,-5,4,0.88,-15,-0.3,-1,6
O=C(O)c1ccc2c(=O)n3c(nc2c1)/C(=C/c1cccc(Cl)c1Cl)CCCC3,1,2.0,-3,-1,-1.3,-21,0.0,5,14
Cc1ccc(OCC(=O)c2cc(C)n(-c3ccccc3)c2C)c([N+](=O)[O-])n1,3,-5.7,-2,-20,-0.1,-8,-0.6,7,14
Cn1c(O)c(N=NC(=O)CNC(=O)c2ccco2)c2ccccc21,0,2.0,-10,9,-1,-4,0.5,1,7
COc1ccc([N+](=O)[O-])cc1NC(=O)c1ccc(N(Cc2ccccc2Cl)S(C)(=O)=O)cc1,5,4.9,-6,-3,0.26,-17,1.4,4,7
O=C(Nc1ccc(OC(=O)c2cccnc2)cc1)c1cccnc1,4,-0.4,-1,10,1.2,-8,-0.1,-3,3
Cn1nc(-c2ccc(Cl)cc2)c2cc(C(=O)NCCCN3CCOCC3)sc21,1,1.8,-1,7,-0.96,-6,18,37,1
CC1Cc2ccccc2N1C(=O)CSc1nc(-c2ccccc2)cs1 (stereo not drawn),2,4.4,-3,-5,-1.3,-4,1.2,4,3
Cn1cccc1C(=O)N1CCN(c2cccc(C(F)(F)F)c2)CC1,0,0.9,2,-4,0.024,6,0.0,0,15
COc1ccc(C)cc1NC(=O)NCc1ccccc1F,3,-0.1,-1,14,-0.13,-9,0.9,-8,-1
O=C(NNC(=S)Nc1ccc(Br)cc1)c1ccc(N2CCOCC2)c([N+](=O)[O-])c1,1,2.0,9,.,-3.8*,-122,0.3,7,4
Cc1ccc(O)c(-c2cc(C(=O)Nc3cccnc3)[nH]n2)c1,37,-21,-11,11,0.38,-2,0.5,-16,-3
CCOC(=O)c1ccc(NC(=O)c2nc[nH]c2C(=O)NC2CCN(C(=O)OC(C)(C)C)CC2)cc1,16,-1.1,-5,-10,-1.6,-5,0.1,-3,3
Cc1cc(C(=O)N(CCC#N)Cc2cccs2)no1,4,3.0,0,19,0.0037,-2,-0.2,1,8
CC(C)CC(=O)N1CCC(O)(CS(=O)(=O)c2ccc(Cl)c(Cl)c2)CC1,10,1.1,-13,13,0.25,-6,1.3,-3,5
Cc1nnc(SCC(=O)c2ccc(Br)cc2)s1,24,14,-7,-2,-0.11,0,2.2,2,6
Cc1ccc(CC2CC(=O)N(c3cc(C)on3)C2=O)cc1 (stereo not drawn),0,-0.1,-10,-8,.,-12,0.7,3,14
O=C(CNCc1cccs1)Nc1ccc(S(=O)(=O)N2CCCCC2)cc1,11,0.9,3,-1,-1.9,-2,1.4,3,13
O=[N+]([O-])c1ccc2[nH]c(O)c(N=NC3CCS(=O)(=O)C3)c2c1 (stereo not drawn),23,3.0,2,-2,-0.15,-2,-0.6,-2,19
Cc1ccc2nc(NC(=O)C3CCCN(S(=O)(=O)c4cccnc4)C3)sc2c1 (stereo not drawn),-2,6.3,-6,4,0.23,-21,11,-2,9
N#CCCN1CCN(S(=O)(=O)c2ccc(S(=O)(=O)NCc3ccccc3)cc2)CC1,-5,1.5,9,-4,0.23,-2,0.6,8,9
C=CCn1c(SCC(=O)Nc2sccc2C(N)=O)nc2sc(C)c(C)c2c1=O,1,1.6,3,-7,-0.019,18,0.9,-6,-6
CC(C)NOC(=O)c1ccc(Cl)cc1,19,-0.6,3,26,-0.037,-9,-0.8,-3,4
O=C(/C=C/c1ccccc1)Oc1ccccc1C(=S)N1CCOCC1,21,1.0,-5,0,-1,-1,20,-4,4
COc1ccccc1NC(=O)N1CCCC1C(=O)Nc1ccc(NC(C)=O)cc1 (stereo not drawn),-1,0.4,-18,0,0.058,-8,1.9,-6,8
CC(=O)c1cccc(NC(=O)CCOc2ccccc2)c1,0,0.2,-4,8,-0.76,-13,0.0,15,-1
COc1ccc(-c2nn(-c3ccccc3)cc2/C=N/Nc2ccc(S(N)(=O)=O)cc2[N+](=O)[O-])cc1OC,41,-3.6,-7,-9,1.1,1,-0.8,6,11
COc1ccc(S(=O)(=O)N(n2c(C)nnc2-n2nc(C)cc2C)S(=O)(=O)c2ccc(OC)cc2)cc1,-1,-1.6,-1,9,0,-13,-0.1,4,15
CSCC[C@H](NC(=O)OC(C)(C)C)c1nnc(SCc2cccc(F)c2)o1,0,-0.4,-13,2,-0.13,-24,1.4,-2,18
CC(=O)C1C(=O)C=C(c2cccs2)CC1c1ccccc1 (stereo not drawn),-7,-0.7,-3,3,-0.97,-1,-0.2,-3,7
Cc1nn(C)c(Oc2cccc(C(F)(F)F)c2)c1C#N,-11,-0.5,-6,1,0.048,-2,1.0,-3,3
CCOC(=O)c1ccc(NC(=O)c2cc3ccccc3o2)cc1,2,-3.1,3,9,-0.84,3,6.3,1,8
O=C(Cn1ccc([N+](=O)[O-])n1)NCc1ccco1,0,-0.2,-5,11,.,5,-0.3,-11,-3
C=C1CSc2nc3ccccc3c(=O)n21,0,0.2,-3,-12,-0.067,-19,-0.1,0,11
CCOc1ccccc1NC(=O)C1CCC(CNc2c(N3CCCCC3)c(=O)c2=O)CC1 (stereo not drawn),19,3.2,-4,11,-0.84,-1,-0.3,0,8
O=C(O)c1ccc(CSc2nnc(SCc3ccccc3)s2)cc1,1,-2.4,0,1,-3.2,1,0.0,6,15
CC1=Nn2c(nnc2-c2cccs2)SC1,10,-1.2,-9,4,-0.021,-9,-0.6,-10,-15
CCOc1ccc2c(c1)-c1c(ssc1=S)C(C)(C)N2C(=O)CSC1=NCCS1,2,2.6,-3,12,0.18,-12,0.2,4,10
CCOC(=O)Cn1c(=NC(=O)C(C)(C)C)sc2cc([N+](=O)[O-])ccc21,2,0.8,-8,3,-0.92,-19,0.6,6,9
CCOC(=O)c1c(C)nn(-c2ccc(NC(=O)/C=C/C(=O)O)cc2)c1C,14,3.6,-9,-4,0.0091,-5,0.2,-2,2
CCCN(CC(=O)Nc1ccc(Cl)cc1Cl)Cc1cc(=O)n2ccsc2n1,19,-1.1,-1,13,.,9,-0.6,-6,-1
Cc1ccc2oc(-c3cccc(NC(=O)Cn4cnc5c(=O)n(C)c(=O)n(C)c54)c3)nc2c1,18,-11,.,2,0.66,-7,0.5,0,4
Cc1ncc(N=Nc2ccccc2)c(-c2ccccc2)n1,0,-3.9,0,10,.,-6,0.2,5,12
COc1c(Cl)cc(Br)c(OC)c1C(=O)NC(=O)Nc1nc(C)cc(C)n1,11,0.2,-1,25,-0.85,23,0.9,-4,4
O=C(COC(=O)c1cccnc1Nc1cccc(C(F)(F)F)c1)NC1CCS(=O)(=O)C1 (stereo not drawn),1,1.5,-3,7,0.31,-1,0.9,5,9
Cc1ccc(S(=O)(=O)NC(C)C(c2cccs2)N2CCN(c3ccccc3)CC2)cc1 (stereo not drawn),4,0.6,6,3,-0.0082,15,1.1,-3,2
CCn1c(SCC(=O)N2CCN(c3cccc(Cl)c3)CC2)nc2ccccc2c1=O,0,-0.3,1,-3,-0.54,-4,0.2,1,9
CCNc1sc(S(C)(=O)=O)nc1S(=O)(=O)c1ccc(Cl)cc1,-2,1.3,-2,.,2.2,.,-0.3,4,8
CC1CC(C)CN(S(=O)(=O)c2ccc(C(=O)OCC(=O)NCCN3C(=O)CSC3=O)cc2)C1 (stereo not drawn),27,-0.3,-11,7,0.18,7,2.1,0,9
Cc1ccc(OCC(=O)NC2=NCCS2)cc1,-1,-0.4,-2,-7,-1.6,3,-0.4,-1,-8
O=C(c1cc(-c2ccccn2)nc2ccc(Br)cc12)N1CCc2ccccc2C1,1,0.7,-3,.,.,-12,0.8,0,8
CCOCCc1nnc(NC(=O)c2cccc(F)c2)s1,0,0.7,2,4,-1,-3,0.2,4,11

Not all compounds are listed; the hit share may differ from the screen's.
